Source: PubChem BioAssay (Icahn School of Medicine at Mount Sinai)
RBX1-CUL1 inh: human ROC1-CUL1 E3 ligase inhibition; inhibition, % at 10 µM; in vitro K48 di-Ub FRET, acceptor:donor ratio, 45 min; AID 1347404; P62877+Q13616; hit rate 0.6% among 140,000; in the data active = inhibition above about 25%
Target sequence (P62877 whole entry, looked up): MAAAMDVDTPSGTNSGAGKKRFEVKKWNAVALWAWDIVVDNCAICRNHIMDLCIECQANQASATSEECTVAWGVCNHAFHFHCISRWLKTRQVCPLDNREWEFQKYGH
Target sequence (Q13616 whole entry, looked up): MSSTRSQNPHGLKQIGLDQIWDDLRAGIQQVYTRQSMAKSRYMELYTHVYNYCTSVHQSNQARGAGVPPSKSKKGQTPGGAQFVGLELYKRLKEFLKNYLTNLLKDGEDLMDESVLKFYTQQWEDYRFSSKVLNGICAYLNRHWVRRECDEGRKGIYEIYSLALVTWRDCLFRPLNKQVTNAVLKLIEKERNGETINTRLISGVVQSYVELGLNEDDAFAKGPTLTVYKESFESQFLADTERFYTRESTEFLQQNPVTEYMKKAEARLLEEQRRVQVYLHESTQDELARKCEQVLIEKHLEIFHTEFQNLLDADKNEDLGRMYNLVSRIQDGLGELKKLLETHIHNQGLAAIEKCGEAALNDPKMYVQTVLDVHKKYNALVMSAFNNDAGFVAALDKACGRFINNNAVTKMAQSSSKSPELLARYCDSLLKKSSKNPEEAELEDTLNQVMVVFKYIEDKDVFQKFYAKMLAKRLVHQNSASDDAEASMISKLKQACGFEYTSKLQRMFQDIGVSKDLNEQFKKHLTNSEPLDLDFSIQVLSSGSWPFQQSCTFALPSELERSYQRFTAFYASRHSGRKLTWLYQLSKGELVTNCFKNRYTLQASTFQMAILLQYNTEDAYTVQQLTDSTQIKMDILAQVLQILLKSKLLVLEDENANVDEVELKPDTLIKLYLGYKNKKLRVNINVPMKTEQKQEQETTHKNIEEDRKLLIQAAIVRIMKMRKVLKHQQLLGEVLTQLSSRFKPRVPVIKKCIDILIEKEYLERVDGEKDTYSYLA
* marks the source's active call; other numbers are inactive results.

SMILES | RBX1-CUL1 inh
NC(=O)Cn1c(=O)oc2ccccc21 | 1.4
CCCc1c(C(=O)Nc2ccccc2F)nnn1-c1ccc(C)cc1 | -4.3
CCN(CC)c1ccc(C2C(C(N)=O)C(C)=Nc3nc(SCc4ccccc4)nn32)cc1 (stereo not given) | -8.1
CCCCNC(=O)Oc1ccc2oc(=S)sc2c1 | -3.0
COc1ccccc1-c1nc(CNC(=O)Nc2ccccc2)c(C)o1 | 0.7
C=CCn1c(CNc2ccc(C)cc2)nnc1SCc1cccc(Br)c1 | -5.0
CCc1noc(C)c1C(=O)NCc1ccccc1F | 7.5
Cc1ccc(/C=N\NC(=O)c2ccccc2Cl)s1 | -9.0
COc1cccc(/C=N/NC(=O)COc2ccc(Cl)cc2)c1OCc1cccc(Cl)c1 | -3.3
CC(C)OCc1cc(CN2CCN(c3cccc(C(F)(F)F)c3)CC2)c(O)c2ncccc12 | -12.9
CCOC(=O)c1cnc2c(ccc3ccccc32)c1Nc1cccc(C(F)(F)F)c1 | 13.7
OC(Cc1ccccc1)c1ccc2c(c1)CN(Cc1cccn1-c1ncccn1)CCO2 (stereo not given) | -1.7
Cc1ccc(C)c(-c2nc(N)sc2C)c1 | -0.1
CCOc1ccc2nc(N3CCC(N4CCC[C@H]4C(=O)OC)CC3)nc(C)c2c1 | 5.5
CC(C)CCNC(=O)Cc1cccc2ccccc12 | 3.0
COc1ccc(-c2csc(NC(=O)c3cccc(I)c3)n2)cc1 | 2.9
COc1cc(C2C3=C(CC(C)(C)CC3=O)N(CC(=O)O)C3=C2C(=O)CC(C)(C)C3)cc(Cl)c1OCc1ccc(Cl)cc1 | 1.2
CCOC(=O)N1CCN(CC(O)COCc2cc(OC)c(OC)c(OC)c2)CC1 (stereo not given) | -5.8
CCc1ccc(NC(=O)Cn2c(=O)n(-c3ccccc3C)c(=O)c3c2c2cc(OC)ccc2n3C)cc1 | 3.9
CCOc1ccccc1NC(=O)N1CCN(Cc2ccccc2)CC1 | 0.1
Cc1nnc(SCCC(=O)Nc2ccc(Cl)cc2)o1 | -1.2
O=C1Nc2ccccc2Cn2cccc21 | -3.0
CC(=O)Nc1nonc1-c1nnc(SCC(=O)Nc2ccc(C)c(Cl)c2)n1-c1ccccc1 | 3.2
COc1ccc(C2NC(c3ccc(OC)c(OC)c3)C(C)C(=O)C2C)cc1OC (stereo not given) | 13.0
CC(=O)Nc1ccc([N+](=O)[O-])c(C(C)(C)C)c1 | -5.1

The list continues.
SMILES | RBX1-CUL1 inh
COc1ccc(C(=O)Nc2nc(COc3ccccc3)cs2)cc1 | -2.1
CCN(CC)S(=O)(=O)c1ccc2oc(C(=O)N(C)Cc3ccccc3)c(C)c2c1 | -6.1
COc1cc(NC(=O)Cn2ccn(Cc3ccccc3OC)c(=O)c2=O)cc(OC)c1 | -1.3
Cc1cc(C)c2c(-n3cccc3)c(C(=O)NCC(C)c3ccccc3)sc2n1 (stereo not given) | -0.3
Cc1nn(C)cc1/C=N\NC(=O)c1sc2ccccc2c1Cl | -2.4
C=C(C)CSc1nc2sc3c(c2c(=O)n1-c1ccc(C)cc1)CCC3 | 5.5
Cc1[nH]c2ccccc2c1/C=C(\C#N)c1nc2ccccc2s1 | 7.3
C=CCNC(=O)N1CCC(C2CCN(Cc3cccc(F)c3F)CC2)C1 (stereo not given) | 4.2
O=C(NNc1c2ccccc2nc2ccccc12)c1ccc(Br)cc1 | 0.2
O=C(O)C1N=NC(c2ccc(F)cc2)=CN1O (stereo not given) | 5.6
CCC(C)(C)C(=O)Nc1ccc(OC)cc1[N+](=O)[O-] | 4.8
CCCc1ccc(OCC(O)CN2CCC(CN3C(=O)c4cccc5cccc(c45)C3=O)CC2)cc1 (stereo not given) | -14.0
COc1ccc(-n2nnnc2-c2c[nH]c3ccc(C)cc23)cc1 | 6.2
COCCNC(=O)Cc1c2c(n(CC(C)C)c1C)CC(C)(C)CC2=O | -3.3
O=C(NC(=S)Nc1ccc(Cl)c(Cl)c1)c1cccc(Cl)c1 | -6.7
CCc1cccc(NC(=O)Cn2c(=O)c(C(F)(F)F)nc3ccccc32)c1 | 5.3
Cc1cn2c3c(=O)[nH]c(=O)n(C)c3nc2n1CCCN1CCCC(C)C1 (stereo not given) | 6.6
COc1ccc(Oc2c(C(F)(F)F)oc3cc(OC(C)C(=O)OCC(C)C)ccc3c2=O)cc1 (stereo not given) | -6.3
O=C1c2ccccc2C(=O)C1(C1c2ccccc2-c2ccccc21)[N+](=O)[O-] | -17.4
CCCCN(CC)CCNC(=O)c1cn(CCOC)c(=O)c2c1c1ccccc1n2C | 7.8
Cc1cccc(OCCn2c(=S)[nH]c3ccccc32)c1 | 2.9
COc1cc(-c2nnc3sc(-c4cccc(F)c4)nn23)cc(OC)c1OC | -0.3
COC(=O)c1ccc(Oc2c(C(F)(F)F)oc3cc(OC(=O)COc4ccc5c(C)cc(=O)oc5c4)ccc3c2=O)cc1 | -0.1
Cc1ccc(C(=O)Nc2ccc3nc(SCC(=O)N4CCCc5ccccc54)sc3c2)cc1 | 0.7
CCOC(=O)c1ccc2c(c1)N(C(CC)C(=O)Nc1ccccc1OC)C(=O)c1ccccc1S2 (stereo not given) | 1.6

Structures from the list above that contain bromine:
SMILES | RBX1-CUL1 inh
C=CCn1c(CNc2ccc(C)cc2)nnc1SCc1cccc(Br)c1 | -5.0
O=C(NNc1c2ccccc2nc2ccccc12)c1ccc(Br)cc1 | 0.2

The listing picks up; the 4 compounds before the break are reprinted first.
SMILES | RBX1-CUL1 inh
COc1cc(-c2nnc3sc(-c4cccc(F)c4)nn23)cc(OC)c1OC | -0.3
COC(=O)c1ccc(Oc2c(C(F)(F)F)oc3cc(OC(=O)COc4ccc5c(C)cc(=O)oc5c4)ccc3c2=O)cc1 | -0.1
Cc1ccc(C(=O)Nc2ccc3nc(SCC(=O)N4CCCc5ccccc54)sc3c2)cc1 | 0.7
CCOC(=O)c1ccc2c(c1)N(C(CC)C(=O)Nc1ccccc1OC)C(=O)c1ccccc1S2 (stereo not given) | 1.6
COc1ccc(NC(=O)C(C)n2nc(C)c3c(C)n(-c4ccccc4)nc3c2=O)cc1Cl (stereo not given) | -2.9
Cc1cc(C)cc(CN2CCC(N3CCCC(C(=O)NC4CC4)C3)CC2)c1 (stereo not given) | -5.5
CC#CC(=O)NC1CC(=O)N(CC(C)(C)C)C1 (stereo not given) | -3.1
COc1ccc(CNC(=O)COCc2cc(-c3cccs3)on2)cc1OC | 8.8
Cc1ccc(C)c(Cn2c(CCCNC(=O)C3CCCCC3)nc3ccccc32)c1 | -1.3
C=CCNS(=O)(=O)Cc1ccccc1Cl | 5.4
CCCC(C)Nc1ccc(C(=O)N2CCC(CN3CCCC3=O)CC2)cn1 (stereo not given) | 2.2
Cc1ccccc1CN1CCN(C(=O)c2ccc(F)cc2Cl)CC1 | 0.9
Cc1ccc(CN2CCN(C(=O)c3c(C)noc3C)CC2)cc1 | 5.0
COc1ccc2nc(SCc3nc(N)nc(Nc4ccccc4)n3)[nH]c2c1 | -7.7
O=c1c2c([N+](=O)[O-])cc([N+](=O)[O-])cc2sn1-c1ccccc1 | -1.0
Cc1ccc(CN(C(=O)c2sc3cccc(Cl)c3c2Cl)C2CCS(=O)(=O)C2)cc1 (stereo not given) | -1.2
c1coc(-c2nn3c(Cn4nnc5ccccc54)nnc3s2)c1 | -3.0
CCC(C)C(=O)Nc1c2c(nc3c1CCC3)CCCC2 (stereo not given) | 5.6
COc1ccc(CC2(CCC(=O)N3CCCC(COc4ccc(C)cc4)C3)CCC(=O)N2)cc1OC (stereo not given) | -6.7
CCOc1cccc(C(=O)NCC2CCCO2)c1 (stereo not given) | 6.1
COc1ccc2c(c1)-c1nc(-n3ncc(C(=O)NCC(C)(C)N4CCOCC4)c3C)ncc1CC2 | -6.0
Cc1ccc(NC(=O)C2CC2)c(NC(=O)C2CC2)c1 | 5.2
COc1cc(CNC(C)(C)C)ccc1OCC(O)CN1CCOCC1 (stereo not given) | -9.6
CCOCC(=O)Nc1ccc(S(=O)(=O)Nc2nccs2)cc1 | -1.6
O=C(c1ccccn1)c1cc2ccccc2n1S(=O)(=O)c1ccccc1 | 4.5
COC(=O)CCNc1nncc(-c2c(OC)cccc2OC)n1 | 4.4
Cc1oc(-c2cccc(NS(=O)(=O)C(C)C)c2)nc1CNC(=O)C1CCOC(C(C)C)C1 (stereo not given) | 4.7
CCc1ccc(-n2c(=O)c3cc4c(=O)n(-c5ccc(CC)cc5)c(=O)c4cc3c2=O)cc1 | 2.4
C=CCOc1c(Cl)cc(CNc2ccc(CC)cc2)cc1Cl | -8.6

Of the compounds above, these have a furan ring, fused or not.
SMILES | RBX1-CUL1 inh
CCN(CC)S(=O)(=O)c1ccc2oc(C(=O)N(C)Cc3ccccc3)c(C)c2c1 | -6.1
c1coc(-c2nn3c(Cn4nnc5ccccc54)nnc3s2)c1 | -3.0

Other compounds.
SMILES | RBX1-CUL1 inh
Cc1ccc(-c2nc3ccccn3c2Nc2ccc3c(c2)OCCO3)s1 | 4.6
CC(C)NC(=O)C1CC(c2ccc(Cl)cc2)=NO1 (stereo not given) | -5.8
CCc1ccc(-n2c(=O)c3sc4ccccc4c3n(CC(=O)NC3CCCCC3)c2=O)cc1 | -5.0
C=CCNC(=O)C(=O)N/N=C/c1cccc(OCC(=O)Nc2cccc(Cl)c2C)c1 | 0.2
CCOC(=O)c1c(NC(=O)COc2ccc(Br)cc2)sc(C(C)=O)c1C | -3.5
CCc1ccc(OCCCSc2nc(-c3ccc(C(C)(C)C)cc3)nc3cc(=O)[nH]n23)cc1 | 6.7
Cc1c(C(=O)OCCOc2ccccc2)[nH]c2c1C(=O)CC(c1ccccc1Cl)C2 (stereo not given) | 1.5
CCc1ccccc1NC(=O)CSc1nc2c(oc3ccccc32)c(=O)n1C | 1.9
O=C(CCS(=O)(=O)c1cccc2nonc12)Nc1ccc(Br)cc1 | 8.8
Cc1ccc(C(C)C)c(OC(=O)Cc2ccccc2F)c1 | 12.2
Cc1ccc2scc(N3CCN(c4cccc(C(F)(F)F)c4)CC3)c(=O)c2c1 | 1.2
CC(C)C(=O)Nc1cccc(C(=O)Nc2ccccc2C#N)c1 | 7.6
COc1cccc2cc(C(=O)O)sc12 | -3.1
Fc1cccc(CN2CCc3nc(Nc4ccc5c(c4)OCCO5)ncc3C2)c1F | -1.7
CSc1nnc(-c2ccccc2)n1/N=C/c1cc(O)ccc1Cl | 0.9
O=C(NCCS(=O)(=O)N1CCN(c2cccc(Cl)c2)CC1)c1cc(=O)c2ccccc2o1 | 5.4
O=C(/C=C/c1ccccn1)c1ccc(C(=O)/C=C/c2ccccn2)cc1 | 1.3
Oc1c(Br)cc(Cl)cc1/C=C/c1ccc2cccc(O)c2n1 | -2.5
CCOC(=O)c1c(C)[nH]c(C)c1S(=O)(=O)N1CCC(C(=O)Nc2ccccc2CC)CC1 | -7.2
Cn1c(Cc2ccccc2)nnc1SCC(=O)Nc1cccc2ccccc12 | -9.0
Cc1cc(C)cc(OC/C=C/CN2CCOCC2)c1 | 3.7
Cc1cc([N+](=O)[O-])ccc1NC(=O)C(C)Oc1ccc(Cl)cc1Cl (stereo not given) | -2.4
N#CC1C(=N)Oc2n[nH]c(-c3ccc(-c4ccccc4)cc3)c2C1c1ccccn1 (stereo not given) | 30.8*
CCOC(=O)c1ccc(NC(=O)c2c(NC(=O)CCC(=O)O)sc3c2CCCCC3)cc1 | 1.3
Cc1c(C(=O)Nc2sc3c(c2C#N)CCC3)cccc1[N+](=O)[O-] | 1.6

(continued)
SMILES | RBX1-CUL1 inh
Nc1cc(C(=O)NC2CCCN(C3CCCCCC3)C2)ccn1 (stereo not given) | -1.2
COc1ccc(Cl)cc1NC(=O)CN(CCc1ccccc1)S(C)(=O)=O | -0.3
CC(C)c1nn2c(=O)cc(COC(=O)c3ccccc3Cl)nc2s1 | 0.5
Fc1ccc(Cn2nc(-c3ccccc3)c3oc4ccccc4c32)cc1 | 11.6
O=C(Nc1ccccc1F)c1cnc(N2CCCCC2)c2ccccc12 | -4.1
COc1c(C)cc(S(=O)(=O)Nc2cccc(-c3ccc(N4CCOCC4)nn3)c2)c(C)c1C | 5.2
CCOc1ccccc1NC(=O)CCn1c(-c2ccc(OC)cc2)cc(C(C)=O)c1C | -1.6
Cc1nc(-c2ccc(F)cc2)sc1CCNC(=O)c1ccco1 | -14.3
c1coc(-c2c3c(nc4ccc5ccccc5c24)CCC3)c1 | -1.3
COc1cccc(CNC(=O)CCCn2c(=O)c3cccn3c3ccc(F)cc32)c1OC | -3.1
O=C(O)/C=C\C(=O)Nc1ccccc1C(=O)NC1CCCCC1 | 3.6
CCOC(=O)c1cc(S(=O)(=O)Nc2ccc(C)cc2Cl)[nH]n1 | 2.5
Fc1ccc(Nc2nc(Cl)c(C(F)(F)F)c(Cl)c2Cl)cc1 | 2.4
Cc1ccc(NC(=O)/C=C/c2ccco2)cc1F | -5.9
CCOc1ccccc1CNC(=O)C1CCCN(S(=O)(=O)c2ccc3c(ccn3C)c2)C1 (stereo not given) | -0.2
O=C(CCCc1ccccc1)Nc1ccc(C(=O)Nc2ccc(F)cc2)cc1 | -8.9
Cc1ccc(NC(=O)CN2CCN(CCN=CC3C(=O)CC(c4ccc(C)cc4)CC3=O)CC2)cc1 (stereo not given) | 3.5
Cc1nc(CCC(=O)NCc2cccnc2Oc2ccc(F)c(F)c2)n[nH]1 | 1.6
O=C(Nc1cccc(NC(=S)NC(=O)C(c2ccccc2)c2ccccc2)c1)c1ccco1 | -9.0
O=C(NC(=O)c1ccc(C(F)(F)F)cc1)Nc1nc(-c2ccccc2)cc(C(F)(F)F)n1 | -2.0
CC(CN(C)Cc1ccccc1)OC(=O)c1ccc(Cl)cc1Cl (stereo not given) | 2.8
COc1ccc(S(=O)(=O)NCC(c2ccco2)N2CCN(c3ccc(F)cc3)CC2)cc1C (stereo not given) | 0.9
CCc1ccc(-n2nc(CO)c(C(=O)NCCCCc3ccccc3)n2)cc1 | 7.1
CSc1ccccc1N1C(=O)CN(C(=O)c2ccccc2)CC1C (stereo not given) | -10.8
Cc1nonc1C(=O)NC1CC(=O)N(Cc2cccc(F)c2)C1 (stereo not given) | -1.2
Cc1sc2[nH]c(=O)n(-c3ccc(Cl)c(Cl)c3)c(=O)c2c1C | 8.2
CCN(CC)C(=O)c1c(-c2ccccc2)c(-c2ccccc2)nn(CC)c1=O | -2.1

RBX1-CUL1 inh, entries above that show a hit.
SMILES | RBX1-CUL1 inh
N#CC1C(=N)Oc2n[nH]c(-c3ccc(-c4ccccc4)cc3)c2C1c1ccccn1 (stereo not given) | 30.8*

Some of the compounds tested; the hit share may differ from the screen's.
